LAP4-GFP MLPCN – yeast TOR pathway LAP4-GFP modulation. GFP response vs DMSO, % at 10 µM. 320,000 tested, 0.34% active. S. cerevisiae LAP4-GFP multiplex, flow cytometry GFP, 3 h; median GFP as percent of DMSO wells. AID 2023;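 active = GFP response vs DMSO above a set limit, about the screen mean plus 3 SD, cut at about 150% in these data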
ZTA counter – ZTA (EBV) inhibition in EBNA-1 counter-screen; P03206; ZTA-DNA binding, fluorescence polarization; inhibition, % at 11 µM; 320,000 tested, 0.15% active; AID 2234; in the data active = inhibition above about 33%
AHR act – activates the human aryl hydrocarbon receptor | AID 2796 | 320,000 tested, 2.5% active | activation, % at 5 µM | AHR-responsive luciferase reporter cells, luminescence | P35869; in the data active = activation above about 47%;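 also: 0% = vehicle wells and 100% = reference agonist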
MEP2-GFP yeast – modulators of TOR pathway MEP2-GFP in S. cerevisiae; S. cerevisiae MEP2-GFP strain, flow cytometry GFP, 3 h; 100% = DMSO control level; 330,000 tested, 0.51% active; GFP response vs DMSO, % at 10 µM;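 active = GFP response versus DMSO above a set limit, roughly screen mean plus 3 SD, cut at about 180% in these data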;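 also: median GFP fluorescence of the barcode-gated MEP2-GFP cells per well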
EBNA-1 inh – blocks EBNA-1 binding to DNA. 300,000 tested, 0.34% active. inhibition, % at 14.8 µM. EBNA-1 DNA binding, fluorescence polarization; in the data active = inhibition above about 28%
proCasp7 act – activates human procaspase-7, counter-screen for procaspase-3 activators; recombinant procaspase-7, Ac-DEVD-pNA absorbance 405 nm; D23A/D198A/D206A triple mutant, cannot self-cleave; scale: DMSO 0, 5 µM enzyme 100; activation, % at 8.5 µM; 330,000 tested, 0.093% active;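 active = percent activation above the screen-wide mean plus 3 SD, cut at about 25% in these data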
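System: Procaspase-7 triple mutant (PC-7 D3A); measure: % activation from two-timepoint absorbance difference, scaled to controls; times: 1 h compound preincubation, 2 h substrate cleavage, 25 °C; also added: Ac-DEVD-pNA substrate, 400 µM as added; measured by: Epi-absorbance of released pNA at 405 nm, two timepoints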
procasp3 activ – activates human procaspase-3; activation, % at 8.5 µM; 330,000 tested, 0.11% active; recombinant procaspase-3 D3A, Ac-DEVD-pNA absorbance 405 nm; AID 463141; P42574;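 active = activation above the mean of all tested compounds plus 3 SD, cut at about 21% in these data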;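 also: 0% = DMSO alone and 100% = DMSO wells spiked with extra 5 µM PC-3 D3A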
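Assay system: Procaspase-3 D3A mutant, all three cleavage aspartates alanine. Buffer or medium: Zinc-free HEPES saline buffer with Triton X-100. Times: 1 h compound preincubation, 2 h substrate hydrolysis at 25 °C. Measured by: 405 nm absorbance of p-nitroaniline, reads at 0 and 120 min. Read-out basis: percent activation relative to control range. Replicates: singlicate.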
RPL19A-GFP yeast – yeast TOR pathway RPL19A-GFP modulation. S. cerevisiae RPL19A-GFP strain, flow cytometry, 3 h; hits give low values. percent response vs DMSO, % at 10 µM. AID 2025. 330,000 tested, 0.3% active;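 active = percent response vs DMSO below 50%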;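 also: median channel GFP fluorescence of the barcoded RPL19A-GFP strain; ratio of sample median GFP to plate DMSO average so 100% = DMSO; lower means less RPL19A-GFP as with rapamycin TOR inhibition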
Starred values were filed as active, the others as inactive; nt = no result given.

Second line of a record: LAP4-GFP MLPCN | ZTA counter | AHR act | MEP2-GFP yeast | EBNA-1 inh | proCasp7 act | procasp3 activ | RPL19A-GFP yeast
1. CCOC(=O)c1c(-c2ccc(C)cc2)cn2ccccc12
    111.5 | -10.7 | 17.8 | 99.9 | 0.6 | 6.3 | 0.8 | 102.0
2. O=C(Nc1cccnc1)c1cc(-c2cccc(Br)c2)nc2ccccc12
    96.3 | 7.1 | 17.1 | 88.3 | 13.9 | 2.0 | -2.9 | 99.5
3. Cc1cc(Nc2cccc(Br)c2)c2ccccc2n1
    107.4 | -18.6 | 17.7 | 94.7 | -9.7 | 5.2 | 2.5 | 90.7
4. CN(c1ccc(C(=O)Nc2cccnc2)cc1)S(=O)(=O)c1ccc(Cl)cc1
    100.7 | -14.6 | 41.2 | 113.4 | 3.5 | 0.1 | 1.9 | 98.2
5. O=C(CNC(=O)c1ccc(OC(F)F)cc1)NCC1(N2CCOCC2)CCCCC1
    95.1 | 4.8 | 1.1 | 93.0 | nt | 4.0 | 1.7 | 94.0
6. Cc1cc(Cl)ccc1NC(=O)CCN1C(=O)NC(C)(C)C1=O
    96.4 | -1.9 | -1.0 | 107.7 | nt | -4.2 | -2.3 | 107.9
7. Cc1ccc(-c2[nH]nc3c2C(c2ccsc2)C(C#N)=C(N)O3)cc1 (stereo not given)
    103.5 | -22.4 | 11.3 | 103.5 | 0.3 | -6.1 | 3.9 | 101.2
8. CNn1cnc2ccsc2c1=O
    106.8 | 9.5 | 0.1 | 99.6 | -8.1 | 3.6 | 4.5 | 97.6
9. CC(CN1C(C)CCCC1C)OC(=O)c1cccc(F)c1 (stereo not given)
    94.8 | -7.7 | 3.2 | 100.7 | -4.2 | 19.2 | 5.4 | 107.3
10. O=C(O)CCn1cc(/C=N/O)c(-c2cccc([N+](=O)[O-])c2)n1
    72.4 | 12.6 | 1.1 | 90.6 | 1.7 | 0.1 | 3.2 | 82.3
11. O=C(OCCN=C1NS(=O)(=O)c2ccccc21)c1ccncc1
    84.4 | -3.2 | 1.3 | 100.8 | 7.6 | 3.1 | 1.8 | 93.8
12. O=C(NCc1ccco1)C(c1cccnc1)N(C(=O)Cn1nnc2ccccc21)c1ccccc1 (stereo not given)
    96.2 | 5.8 | 2.8 | 99.6 | -7.5 | -5.2 | -4.8 | 98.4
13. COc1cc(C(=O)Nc2sc3c(c2C(=O)O)CCC3)cc(OC)c1OC
    96.5 | -5.5 | 8.7 | 108.5 | -10.4 | 1.2 | 3.1 | 105.7
14. CC(C)CC(O)C1CCN(C(=O)CCc2nnc(-c3ccccc3)o2)CC1 (stereo not given)
    120.9 | -8.0 | 1.1 | 114.0 | -2.5 | 3.4 | -2.0 | 109.8
15. COc1ccc(/C=C2\CCC/C(=C\C=N\N(C)C)C2=O)cc1
    104.5 | -3.1 | -2.5 | 106.2 | -15.4 | -24.4 | -3.4 | 99.8
16. COc1ccc(C2=C(C=O)Cc3ccccc3O2)cc1
    94.5 | -2.6 | 19.8 | 80.4 | -2.7 | 0.5 | 3.5 | 97.2
17. O=C(NCCc1nc2ccccc2[nH]1)/C(=C/c1ccco1)NC(=O)c1ccco1
    106.1 | 8.1 | 1.2 | 106.9 | -3.7 | 5.0 | 8.6 | 104.5
18. O=C(c1ccco1)N1CCN(Cc2csc(-c3ccccc3Cl)n2)CC1
    93.8 | 7.2 | 1.9 | 91.6 | -3.6 | 1.6 | -7.8 | 98.1
19. Cc1cccc(C(=O)NCCCNC(=O)c2cccnc2)c1
    100.7 | -20.8 | 4.0 | 103.2 | -5.3 | 14.2 | -2.1 | 104.1
20. O=S(=O)(NC1CCSc2ccccc21)c1ccccc1 (stereo not given)
    98.3 | 8.9 | 1.6 | 98.7 | 2.3 | -1.1 | 1.1 | 97.9
21. C=CCC[C@@H](Cc1ccc(F)cc1)C(=O)O[C@H](CNC(=O)[C@H](CC=C)CC(=O)N(CCO)Cc1ccccc1)c1ccccc1
    101.7 | nt | -0.3 | 103.9 | nt | 10.2 | -9.2 | 98.5
22. O=C(CCCCCN1C(=O)c2ccccc2C1=O)NC1CCCC1
    93.9 | -3.8 | 5.4 | 95.1 | -8.0 | 13.9 | -4.9 | 99.3
23. Cc1cc(-c2nc(C)c(-c3nnc(SCC(=O)Nc4cc(Cl)cc(Cl)c4)n3C)s2)no1
    106.3 | -11.3 | -0.6 | 98.3 | -1.8 | 4.1 | 10.5 | 98.3
24. Cc1cccc2cc(CN(C(=O)c3cccc([N+](=O)[O-])c3)C(C)C)c(=O)[nH]c12
    109.4 | -3.6 | 11.8 | 111.9 | 1.4 | -0.1 | -2.2 | 119.6
25. Cc1ccc(-c2nc(Nc3ccc(N4CCOCC4)cc3)c3ccccc3n2)cc1
    nt | -13.7 | 70.5* | 107.4 | -0.2 | -16.9 | -9.3 | 94.8
26. O=C(c1csc2ccccc12)n1cccn1
    120.5 | 17.2 | 1.3 | 108.5 | 5.2 | -10.3 | -1.7 | 98.8
27. Cc1cc(C(=O)Nc2ccon2)cs1
    99.2 | -10.2 | -2.6 | 101.7 | 1.5 | -5.0 | -1.4 | 97.5
28. CC(C)C12CN3CC(C(C)C)(CN(C1)C3(C)C)C2=O
    97.5 | 17.3 | 0.1 | 108.5 | 4.5 | 3.1 | -4.6 | 102.0
29. CCCCn1c(N)c(N(CC(C)C)C(=O)C2CSC3(C)CCC(=O)N23)c(=O)[nH]c1=O (stereo not given)
    101.1 | -2.6 | -2.2 | 93.3 | 7.8 | 1.5 | -6.1 | 95.1
30. Cc1ccc(NC(=S)NNC(=O)CSc2nnc(-c3ccc(Cl)cc3)n2C2CCCCC2)cc1
    93.0 | 15.6 | -0.6 | 96.4 | -3.3 | -4.2 | 3.5 | 93.8
31. CC(C)(C)NC(=O)NC(=O)COC(=O)C1(C)CC1(Cl)Cl (stereo not given)
    89.4 | 5.7 | -2.5 | 109.0 | 1.9 | 7.5 | 15.7 | 108.5
32. O=c1ccc(N=Nc2ccccc2)ccc1O
    113.8 | 1.4 | 14.3 | 99.3 | 2.7 | -25.8 | -9.1 | 96.4
33. CCCCCn1c(CN2CCCCC2C)nc2c1c(=O)n(C)c(=O)n2C (stereo not given)
    104.1 | -0.4 | 1.2 | 104.7 | -2.2 | -6.9 | -1.1 | 101.1
34. CC(C)(C)C(=O)N(Cc1ccc(Cl)cc1)Cc1cccnc1
    115.8 | 13.0 | -2.6 | 101.1 | 1.3 | -0.5 | 3.5 | 103.0
35. COc1cccc(C2C3=C(N=c4s/c(=C\c5ccc(OCC(=O)O)cc5)c(=O)n42)c2ccccc2CC3)c1 (stereo not given)
    97.1 | -4.0 | 12.8 | 94.7 | 1.4 | -5.2 | -8.9 | 90.3
36. COc1ccc(NC(=O)c2ccc3ccccc3n2)cc1S(=O)(=O)Nc1ccccc1Cl
    93.3 | -11.4 | 9.1 | 104.7 | 0.3 | -2.2 | -4.5 | 102.7
37. Cc1ccc(NC(=S)NCCc2ccc(Cl)cc2)c(C)c1
    98.6 | -0.7 | 2.3 | 97.9 | -0.7 | -8.8 | -6.5 | 99.3
38. COc1ccc(S(N)(=O)=O)cc1N(C)S(=O)(=O)c1ccccc1
    94.4 | 3.8 | 3.9 | 97.2 | 0.3 | 7.4 | 9.0 | 93.3
39. C=C(c1ccc(OCCO)cc1)c1ccc(OCCO)cc1
    86.1 | -4.4 | 7.0 | 99.5 | -8.3 | 6.6 | -1.1 | 95.0
40. Cc1cc(N2CCN(c3ncccn3)CC2)nc2c(C)cccc12
    105.2 | -0.3 | 71.7* | 109.5 | 7.0 | 3.3 | -3.0 | 106.3
41. COC(=O)c1ccccc1OCC(=O)N1CCN(c2ccc(OC)cc2)CC1
    109.2 | 0.9 | -5.5 | 104.0 | 1.4 | 7.3 | 7.8 | 101.6
42. COc1ccc(C(C)NC(=S)NC2CCCCC2)cc1OC (stereo not given)
    105.5 | -8.9 | 0.8 | 101.9 | -2.0 | 3.8 | 8.6 | 103.5
43. Cc1ccc(-c2noc(CCCN3C(=O)c4ccccc4C3=O)n2)cc1
    104.4 | 19.4 | 0.8 | 102.4 | 12.6 | 14.2 | 4.9 | 105.2
44. COC(=O)C1=C(C)OC(N)=C(C#N)C1c1c(C)nn(C)c1C (stereo not given)
    99.3 | -0.7 | -1.9 | 103.6 | 6.6 | 4.4 | 8.5 | 103.5
45. CC(C)CC(=O)Nc1ccc2c(c1)nc(CCN1CCOCC1)n2C
    89.9 | 0.5 | 0.0 | 106.3 | 1.1 | 8.1 | 4.8 | 106.8
46. Cc1ccc(/C=C2\SC(=S)N(CCCC(=O)Nc3cccc(C(=O)O)c3)C2=O)cc1
    70.0 | -7.5 | -3.1 | 83.6 | 15.6 | 10.3 | 3.1 | 100.5
47. CCSc1nc2c(c(=O)[nH]1)C(c1ccccn1)C1=C(CC(C)(C)CC1=O)N2 (stereo not given)
    91.0 | -9.5 | 6.2 | 91.2 | -8.8 | 1.0 | -13.2 | 92.2
48. COCCN1C(=S)NC(c2cccc(C(F)(F)F)c2)C(C(=O)N2CCOCC2)=C1C (stereo not given)
    97.0 | -4.3 | 5.0 | 84.3 | -3.1 | 1.8 | 3.3 | 88.9
49. Cc1ccccc1NC(=O)CSc1ccsc1[N+](=O)[O-]
    96.8 | -12.2 | -0.3 | 112.5 | 5.9 | 8.6 | 1.9 | 99.7
50. CN(C)S(=O)(=O)c1cccc(CNCC2COc3ccccc3O2)c1 (stereo not given)
    99.3 | 2.4 | -0.1 | 101.4 | 0.4 | 2.7 | 2.8 | 104.2
51. O=C(O)C1CC=CCC1C(=O)c1ccccc1 (stereo not given)
    81.9 | -16.8 | -1.4 | 100.0 | -5.2 | 0.2 | 3.3 | 98.0
52. CCNC(=S)N(CCc1ccc(S(N)(=O)=O)cc1)C1CC(=O)N(c2ccccc2)C1=O (stereo not given)
    106.1 | 4.5 | 7.0 | 104.2 | 7.2 | -13.1 | -0.9 | 103.1
53. O=C(N/N=C/c1cn(CC(=O)N2CCOCC2)c2ccccc12)c1cccnc1
    96.9 | 5.0 | 10.9 | 95.6 | 2.7 | 0.5 | -1.2 | 100.6
54. NC(=O)CCCc1nc(-c2ccccc2Cl)no1
    97.4 | -8.6 | -2.7 | 104.4 | 4.4 | 8.7 | 5.5 | 97.1
55. NNC(=O)c1nc(Cl)c(Cl)c(N)c1Cl
    103.9 | 4.0 | 77.0* | 98.5 | 7.8 | -0.7 | 3.3 | 110.9

Profiles, looked up by structure:
CCCCCn1c(CN2CCCCC2C)nc2c1c(=O)n(C)c(=O)n2C (stereo not given) as listed: LAP4-GFP MLPCN: 104.1; ZTA counter: -0.4; AHR act: 1.2; MEP2-GFP yeast: 104.7; EBNA-1 inh: -2.2; proCasp7 act: -6.9; procasp3 activ: -1.1; RPL19A-GFP yeast: 101.1
O=C(N/N=C/c1cn(CC(=O)N2CCOCC2)c2ccccc12)c1cccnc1 as listed: LAP4-GFP MLPCN: 96.9; ZTA counter: 5.0; AHR act: 10.9; MEP2-GFP yeast: 95.6; EBNA-1 inh: 2.7; proCasp7 act: 0.5; procasp3 activ: -1.2; RPL19A-GFP yeast: 100.6
COc1ccc(NC(=O)c2ccc3ccccc3n2)cc1S(=O)(=O)Nc1ccccc1Cl as listed: LAP4-GFP MLPCN: 93.3; ZTA counter: -11.4; AHR act: 9.1; MEP2-GFP yeast: 104.7; EBNA-1 inh: 0.3; proCasp7 act: -2.2; procasp3 activ: -4.5; RPL19A-GFP yeast: 102.7

Source: PubChem BioAssay (several laboratories)
